Source: PubChem BioAssay
Rac1 mut GTP = alters GTP binding to activated mutant human Rac1 | P63000 | GST-Rac1 activated beads, fluorescent GTP binding, flow cytometry; actives lie on both sides; 100% means binding = to untreated wells | percent activity (GTP binding), % at 10 µM | 0.11% of 190,000 active;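 active = GTP binding at least 20 percentage points away from the 100% baseline, in either direction, so actives lie on both sides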
Cdc42 wt = modulators (inhibitors or activators) of GTP binding to human Cdc42 wildtype; 0.2% of 190,000 active; AID 761; GST-Cdc42 beads, Bodipy-GTP binding, flow cytometry; actives lie on both sides; P60953; percent activity (GTP binding), % at 10 µM;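 active = percent activity GTP binding at least 20 points away from the 100% baseline, either down as inhibitor or up as activator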;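 note: median bead fluorescence of bound Bodipy-FL-GTP at 100 nM; 0% = excess unlabeled GTP control and 100% = no compound control; below 100% means less GTP binding so inhibitor and above means activator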
Target sequence (P60953 whole entry, looked up): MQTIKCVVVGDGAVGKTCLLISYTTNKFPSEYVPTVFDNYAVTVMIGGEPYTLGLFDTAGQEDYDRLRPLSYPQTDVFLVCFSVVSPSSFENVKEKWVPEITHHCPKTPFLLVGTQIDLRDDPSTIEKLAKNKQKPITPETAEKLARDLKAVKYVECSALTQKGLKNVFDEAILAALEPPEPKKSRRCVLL
HRas wt GTP = human HRas wildtype GTP binding, change in either direction; P01112; GST-Ras wt beads, Bodipy-FL-GTP binding, flow cytometry; actives lie on both sides; GTP binding activity, % at 10 µM; 0.14% of 190,000 active; AID 759;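 active = GTP binding activity at least 20% away from the 100% baseline, either lowered as inhibitor or raised as activator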;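 note: 0% = unlabeled GTP competition control and 100% = no-compound control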
Target sequence (P01112 whole entry, looked up): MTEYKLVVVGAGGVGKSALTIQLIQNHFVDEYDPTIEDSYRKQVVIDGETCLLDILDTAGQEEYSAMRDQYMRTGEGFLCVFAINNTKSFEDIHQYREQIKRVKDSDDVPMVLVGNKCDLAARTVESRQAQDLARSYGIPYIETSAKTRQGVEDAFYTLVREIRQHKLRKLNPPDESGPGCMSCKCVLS
Pf gametocyte = kills late stage P. falciparum gametocytes; P. falciparum stage V gametocytes, ATP luminescence, 24 h; inhibition, % at 10.9 µM; 0.065% of 150,000 active;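 active = inhibition above the mean plus 3 SD of compounds within the control limits, set per campaign, cut at about 38% in these data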;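 note: 0% = DMSO wells and 100% = medium only without gametocytes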
ABCB1 block = inhibitors of human ABCB1 transporter, ABCG2 counter-screen | CCRF-Adr cells, JC-1 efflux, flow cytometry | 0.067% of 190,000 active | inhibition, % at 6.6 µM | P08183; in the data active = inhibition above about 40%;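 note: 0% = vehicle and 100% = reference inhibitor; higher value means more JC-1 retained so stronger ABCB1 efflux block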
Avidin fluor = compound fluoresces at 488/530 nm on avidin beads | compound fluorescence 488/530 nm, flow cytometry; stronger effect = higher value | fluorescence (KMESF) at 10 µM | 0.38% of 220,000 active; in the data active = fluorescence above about 47; note: inactives centre near 10
GSH bead fluor = GSH bead compound fluorescence profile | GSH beads flow cytometry, compound fluorescence 488/530 nm; stronger effect = higher value | fluorescence (KMESF) at 10 µM | 0.25% of 190,000 active | AID 1776; in the data active = fluorescence above about 89;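 note: glutathione beads carrying GST-tagged Bcl family fusion proteins plus one bare bead set; values are compound well signal with DMSO vehicle wells as background; inactives centre near 16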
Rab7 wt GTP bind = alters GTP binding to wildtype dog Rab7. AID 758. GST-Rab7 beads, fluorescent GTP binding, flow cytometry; actives lie on both sides; untreated = 100%, excess cold GTP = 0%. 0.055% of 190,000 active. GTP binding activity (percent of control), % at 10 µM;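 active = fluorescent GTP binding to Rab7 beads changed by at least 20 points from the 100% baseline, either direction, mostly lower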;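 note: median green fluorescence of bound Bodipy-FL-GTP per Rab7 bead population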
ABCG2 inh = blocks JC-1 efflux by human ABCG2 transporter; inhibition, % at 6.6 µM; IgMXP3 cells, flow cytometry; 0.1% of 190,000 active; AID 1325; Q9UNQ0;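 active = inhibition above 80%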;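 note: 0% = DMSO and 100% = nicardipine control wells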
Target sequence (Q9UNQ0 whole entry, looked up): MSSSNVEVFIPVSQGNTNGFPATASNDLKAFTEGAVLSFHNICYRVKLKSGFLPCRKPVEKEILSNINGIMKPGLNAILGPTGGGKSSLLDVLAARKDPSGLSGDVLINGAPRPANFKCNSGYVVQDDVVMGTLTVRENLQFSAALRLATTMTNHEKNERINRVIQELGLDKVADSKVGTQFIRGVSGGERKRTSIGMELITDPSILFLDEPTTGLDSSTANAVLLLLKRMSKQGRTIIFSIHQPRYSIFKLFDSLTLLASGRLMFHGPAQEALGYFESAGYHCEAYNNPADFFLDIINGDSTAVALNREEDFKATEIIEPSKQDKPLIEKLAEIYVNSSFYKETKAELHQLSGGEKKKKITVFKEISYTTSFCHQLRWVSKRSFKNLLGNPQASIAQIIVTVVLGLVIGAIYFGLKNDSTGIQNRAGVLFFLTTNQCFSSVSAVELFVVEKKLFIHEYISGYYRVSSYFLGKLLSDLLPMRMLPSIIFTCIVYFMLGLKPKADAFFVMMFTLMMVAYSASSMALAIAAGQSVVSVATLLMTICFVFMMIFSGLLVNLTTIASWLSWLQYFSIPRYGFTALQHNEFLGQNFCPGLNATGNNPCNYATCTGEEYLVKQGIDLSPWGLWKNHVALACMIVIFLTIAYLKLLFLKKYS
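Measure – % inhibition of efflux relative to nicardipine and DMSO · Test system – ABCG2 IgMXP3 and barcoded ABCB1 CCRF-Adr cell mix · Control set – nicardipine as high control, DMSO as low control · Compound – one concentration, 6.6 µM final · Signal – flow cytometry of retained JC-1 fluorescence · Timing – 10 min exposure at 25 °C with rotation, no wash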
Rac1 wt GTP bind = human Rac1 wildtype GTP binding, inhibitors and activators; P63000; GST-Rac1 beads, fluorescent GTP binding, flow cytometry; actives lie on both sides; 0 = cold GTP competed, 100 = untreated; GTP binding activity (% of control), % at 10 µM; 0.27% of 190,000 active;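 active = GTP binding activity at least 20 points away from the 100% control level, either lower or higher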
Rab2A wt mod = changes GTP binding to wildtype dog Rab2A, up or down. GST-Rab2 wt beads, Bodipy-GTP binding, flow cytometry. 0.19% of 190,000 active. GTP binding activity, % at 10 µM. P61105. AID 760;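 active = GTP binding activity at least 20 points away from 100%, either lowered or raised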;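 note: 0% = beads with excess unlabeled GTP and 100% = no-compound control corrected for plate trend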
The depositor's hits bear a star; / = not tested or not shown. This is a random part of the collection (roughly 1.1% active in at least one column).

SMILES	Rac1 mut GTP	Cdc42 wt	HRas wt GTP	Pf gametocyte	ABCB1 block	Avidin fluor	GSH bead fluor	Rab7 wt GTP bind	ABCG2 inh	Rac1 wt GTP bind	Rab2A wt mod
CCOC(=O)c1ccc(NC(=O)CSc2nnc(CNC(=O)c3ccccc3F)o2)cc1	98.0	101.0	101.0	22.1	0.5	8	16	100.0	4.3	101.0	99.0
CCC(C)(C(=O)NC1CCCC1)N(Cc1cccs1)C(=O)Cc1cccs1 (stereo not drawn)	93.0	98.0	95.0	14.3	0.9	25	20	95.0	2.5	96.0	95.0
COc1ccc(CNCc2cc3c(C(C)(C)C)nn(-c4ccccc4)c3[nH]c2=O)cc1	102.0	104.0	105.0	/	3.3	12	24	99.0	2.2	104.0	103.0
Cc1ccc(C)c(S(=O)(=O)N2CCN(Cc3ccc(O)c4ncccc34)CC2)c1	93.0	93.0	93.0	20.8	3.1	9	13	100.0	2.7	92.0	96.0
CN1CCN(CC(=O)N2c3ccccc3C(=O)Nc3cccnc32)CC1	100.0	101.0	100.0	/	1.0	7	21	96.0	0.0	103.0	100.0
O=C(COc1ccc(Cl)cc1)NCCSCc1cccc(Cl)c1	98.0	97.0	101.0	/	0.8	15	14	101.0	9.3	102.0	100.0
Cc1nc(NC(=O)/C=C/c2ccccc2)sc1C(=O)Nc1cccc(Cl)c1	97.0	103.0	96.0	1.7	0.2	20	15	98.0	2.6	103.0	96.0
Cc1cc(OCC(=O)Nc2ccc(N3CCCC3)cc2)cc(C)c1Cl	97.0	100.0	98.0	-16.6	0.3	35	31	101.0	-4.1	102.0	98.0
O=C(NCC1CCCO1)C1CCN(C2CCN(CCCC3CCCC3)CC2)CC1 (stereo not drawn)	100.0	98.0	98.0	-2.1	1.1	9	13	98.0	2.6	102.0	98.0
COc1ccc(CC(=O)NCC2(N3CCCCC3)CCCCC2)cc1	98.0	95.0	98.0	-16.3	0.3	14	20	105.0	0.8	97.0	99.0
CCNc1nc(NCC)n2c(SCC(=O)N3CC4(C)CC3CC(C)(C)C4)nnc2n1 (stereo not drawn)	96.0	98.0	95.0	22.1	0.1	7	14	97.0	-0.2	95.0	96.0
CC(C)(C)c1ccc(OCCOCCn2cnc3ccccc3c2=O)cc1	94.0	93.0	95.0	-7.0	0.8	9	19	96.0	10.8	97.0	93.0
Cc1cccc(Nc2nnc(SCC(=O)NCc3cccs3)s2)c1	97.0	98.0	97.0	-14.1	0.7	9	14	99.0	11.9	100.0	99.0
CC(C(=O)O)c1ccc(-c2ccccc2)c(F)c1 (stereo not drawn)	109.0	115.0	108.0	/	-0.6	10	21	99.0	0.0	115.0	111.0
Cc1cccc(N=C2NN=C(c3ccc4c(c3)OCCO4)CS2)c1	101.0	106.0	104.0	/	0.7	26	9	102.0	2.6	107.0	100.0
Cc1onc(-c2ccccc2)c1C(=O)N/N=C/c1cc2c(cc1Br)OCO2	102.0	97.0	100.0	11.2	1.3	4	13	101.0	1.3	103.0	98.0
CC(NC(=O)COC(=O)CC(c1ccccc1)c1ccccc1)c1ccccc1 (stereo not drawn)	100.0	101.0	102.0	8.0	0.8	11	11	100.0	12.1	104.0	100.0
Cc1cc2nc3c(nc2cc1C)C1(C(=O)N(C)C)CCC3(C)C1(C)C (stereo not drawn)	98.0	102.0	101.0	23.6	2.2	7	18	97.0	3.9	102.0	99.0
CC1(C)CC(=O)C=C(Nc2ccc3c(c2)OCCO3)C1	104.0	107.0	104.0	/	0.2	15	14	100.0	0.3	111.0	100.0
O=C(NNc1cccc(Cl)n1)Nc1ccccc1F	98.0	100.0	96.0	/	-0.3	9	15	102.0	0.2	99.0	100.0
Cc1ccc(CNC(C)c2ccccc2)cc1 (stereo not drawn)	104.0	102.0	101.0	-1.2	0.3	2	7	101.0	0.6	106.0	99.0
COc1cccc(C(=O)NNC(=O)CCc2ccccc2)c1	102.0	105.0	96.0	-3.5	0.6	12	22	95.0	3.4	104.0	100.0
O=S(=O)(NCCc1csc(-c2cccnc2)n1)c1cccs1	100.0	101.0	99.0	/	-1.4	6	20	101.0	-2.0	106.0	100.0
Cc1nnc(NC(=O)CSc2ncnc3scc(-c4ccccc4)c23)s1	96.0	98.0	99.0	/	0.2	6	21	100.0	1.4	100.0	98.0
O=C(Nc1ccc(N2CCCCC2)cc1)C(Cl)c1ccccc1 (stereo not drawn)	95.0	96.0	100.0	/	0.3	10	20	99.0	2.3	96.0	99.0
CC1Cc2ccccc2N1C(=O)COC(=O)CNC(=O)c1ccc(Br)o1 (stereo not drawn)	94.0	98.0	95.0	/	2.0	8	38	97.0	19.2	103.0	95.0
C#CCCCCCCC#CCN(C)C	102.0	105.0	101.0	-29.9	0.2	13	22	98.0	3.1	105.0	101.0
Cc1cc(NC(=O)CSc2nccn2-c2ccc([N+](=O)[O-])cc2)no1	96.0	96.0	101.0	6.9	0.4	25	9	106.0	3.1	98.0	100.0
COc1ccc(NCc2nnc(SCC(=O)NCc3ccco3)n2-c2ccccc2OC)cc1	99.0	101.0	102.0	-21.1	0.7	5	27	99.0	2.4	109.0	99.0
CCCCn1c(SCC(=O)NCc2ccco2)nc2cc(S(N)(=O)=O)ccc21	98.0	100.0	99.0	/	0.0	38	16	99.0	0.0	101.0	99.0
CC(C)C(C)NC(=O)COc1ccc(S(=O)(=O)N2CCOCC2)cc1Cl (stereo not drawn)	97.0	95.0	95.0	-30.9	0.8	18	14	93.0	3.7	101.0	97.0
CCOc1ccc(C2=NNC(c3cccs3)=Nc3ccc(OCC)cc32)cc1	98.0	99.0	99.0	/	1.9	36	25	99.0	12.8	101.0	99.0
C/C(CC(=O)Nc1ccc(N(C)C)cc1)=N\NC(=O)c1cnccn1	105.0	103.0	104.0	3.4	0.1	6	9	103.0	7.0	107.0	104.0
CCOc1ccc(CCNC(=O)COC(=O)c2cccnc2OCC)cc1OCC	99.0	103.0	100.0	/	1.0	16	31	98.0	22.5	104.0	100.0
Cc1ccc(/C=C(\C#N)C(=O)NCCN2CCOCC2)cc1	95.0	96.0	101.0	-12.9	0.2	12	12	103.0	1.6	104.0	96.0
CSc1nnc(C)c(=O)n1COC(=O)/C=C/c1ccccc1	96.0	96.0	97.0	23.8	0.9	22	8	99.0	1.5	97.0	97.0
COC(=O)CSc1nc(N)c2c3c(sc2n1)C(c1ccccc1)SC(c1ccccc1)C3 (stereo not drawn)	100.0	99.0	101.0	/	-0.4	8	4	100.0	0.1	105.0	101.0
O=C(CCCOc1ccccc1)Nc1ccc(S(=O)(=O)N2CCOCC2)cc1	99.0	102.0	101.0	/	2.1	13	22	96.0	10.2	99.0	102.0
CC1CCc2c(sc3nc(CN4CCOCC4)nc(N4CCc5ccccc5C4)c23)C1 (stereo not drawn)	97.0	95.0	99.0	/	5.6	3	9	104.0	1.7	99.0	100.0
Cc1nc2ncnn2c(C)c1CCC(=O)N1CCN(C(=O)c2ccco2)CC1	97.0	95.0	95.0	-21.1	1.2	16	17	95.0	4.6	93.0	95.0
O=C(Cc1c(Cl)cccc1Cl)NC1=NCCS1	96.0	96.0	102.0	/	0.3	24	11	106.0	0.9	98.0	100.0
Oc1ccc(N2CCN(c3ncnc4sc(-c5ccccc5)cc34)CC2)cc1	96.0	99.0	95.0	8.6	0.6	11	14	94.0	5.3	101.0	95.0
Cc1ccc(C2(C)NC(=O)N(CC(=O)NCc3cccs3)C2=O)cc1 (stereo not drawn)	101.0	103.0	103.0	0.5	0.0	12	5	101.0	-8.9	105.0	101.0
CCN(CC)S(=O)(=O)c1ccc(/C=C/C(=O)O)cc1	100.0	97.0	96.0	-21.9	-0.2	8	22	103.0	-1.7	98.0	99.0
CCN(CC)c1ccc2cc(-c3nc4ccccc4[nH]3)c(=O)oc2c1	93.0	98.0	95.0	/	39.4	17	39	104.0	65.3	97.0	99.0
O=C(C1CCC(CNS(=O)(=O)c2cccc3nsnc23)CC1)N1CCN(c2ccccn2)CC1 (stereo not drawn)	94.0	97.0	95.0	-4.5	1.1	10	10	102.0	1.2	98.0	95.0
CSc1nc2ccc(NS(=O)(=O)c3c(Cl)cccc3Cl)cc2s1	79.0*	81.0	83.0	5.2	1.0	10	14	84.0	-0.7	79.0*	78.0*
CCOc1ccc(NC(=O)CN2C(=O)CSC2=O)cc1	87.0	83.0	89.0	-4.0	0.9	10	9	96.0	1.3	88.0	89.0
O=C(O)CCSc1nnc(COc2cccc3ccccc23)n1-c1cccc(Cl)c1	90.0	89.0	96.0	3.7	1.0	22	12	100.0	1.8	96.0	94.0
O=c1c2ccccc2[nH]c(=S)n1CCC1=CCCCC1	101.0	100.0	102.0	-10.0	0.1	11	14	103.0	5.8	102.0	102.0
CC(C)C[C@@H]1NC(=O)[C@H](C(C)C)NC(=O)c2cc([N+](=O)[O-])cc(I)c2OCC[C@@H](C(N)=O)NC1=O	92.0	98.0	93.0	/	-0.3	10	19	91.0	-0.7	98.0	95.0
O=C(O)c1ccccc1C(=O)Nc1ccc(Oc2cccc3ccccc23)cc1	90.0	91.0	92.0	/	-0.2	11	17	94.0	-5.3	95.0	90.0
COc1cc(NC(=O)CN2C(=O)NC(C)(CCC(C)C)C2=O)cc(OC)c1 (stereo not drawn)	94.0	96.0	96.0	/	0.8	14	35	95.0	3.6	95.0	96.0
CCCCc1ccc(NC(=S)N2CCCC(CO)C2)cc1 (stereo not drawn)	98.0	98.0	97.0	3.2	-1.0	6	13	101.0	-7.2	104.0	98.0
COc1cccc2cc(C(C)OC(=O)Nc3ccc(C)cc3)oc12 (stereo not drawn)	94.0	97.0	95.0	13.6	0.7	6	12	91.0	4.1	104.0	96.0
CSc1nnc(-c2ccccc2)n1N	98.0	104.0	100.0	/	0.4	28	16	102.0	1.3	104.0	99.0
Cc1cccc2cc(C#N)c(N3CCCC3)nc12	98.0	100.0	100.0	/	0.9	39	14	100.0	6.3	100.0	99.0
CCn1c(SC)nnc1-c1nnc(SC)n1CC	94.0	94.0	94.0	-18.6	0.9	13	38	92.0	9.0	91.0	91.0

Look-ups from the entries so far.
Pf gametocyte with CCn1c(SC)nnc1-c1nnc(SC)n1CC : -18.6
GSH bead fluor with CSc1nnc(-c2ccccc2)n1N : 16
